Neddyl block = blocks human cullin neddylation. hit rate 0.58% among 360,000. P61081+Q13564. AID 651699. TR-FRET cullin neddylation, biochemical. calls only at 25 µM; in the data active means inhibition above about 36%
Tb MetRS inh = blocks T. brucei methionyl-tRNA synthetase activity | purified T. brucei MetRS, ATP depletion, Kinase-Glo luminescence | inhibition, % at 11.9 µM | hit rate 0.4% among 360,000 | AID 624268;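 active means inhibition above a per-plate cutoff of the control wells' mean inhibition plus 3 SD, cut at about 5.5% in these data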;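 further: 0% = DMSO wells median and 100% = median of wells with control inhibitor compound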
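Test system: purified T. brucei MetRS enzyme. Also added: ATP, methionine and E. coli bulk tRNA substrates. Compound: 11.9 µM single point. Schedule: 15 min enzyme-compound preincubation, 2 h reaction, 10 min detection, 25 °C. Signal: luciferase luminescence of residual ATP, Kinase-Glo. Evaluation: percent inhibition versus plate control medians. Controls: DMSO wells, low control.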
SKN-1 block = C. elegans SKN-1 inhibition | C. elegans VP596 Pgst-4::GFP/RFP ratio, acrylamide-induced, 24 h | inhibition, % at 21.8 µM | hit rate 0.49% among 360,000;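 active means interference check ratio from 0.5 to 1.5 plus GFP to RFP signal ratio inhibition reaching or exceeding a fixed threshold, cut at about 30% in these data, passing the limit was not always enough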; further: some compounds called inactive have numbers as strong as hits
Scp-1 inhibitor = inhibitors of human Scp-1 phosphatase; Q9GZU7; Recombinant Scp1, phosphopeptide, malachite green phosphate absorbance; inhibition, % at 20 µM; hit rate 0.88% among 340,000;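 active means inhibition above about 50% at 20 µM, limit read from the data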;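 further: plate controls were DMSO wells with enzyme for no effect and wells lacking enzyme for full effect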
Target sequence (Q9GZU7 76-261 limits assumed): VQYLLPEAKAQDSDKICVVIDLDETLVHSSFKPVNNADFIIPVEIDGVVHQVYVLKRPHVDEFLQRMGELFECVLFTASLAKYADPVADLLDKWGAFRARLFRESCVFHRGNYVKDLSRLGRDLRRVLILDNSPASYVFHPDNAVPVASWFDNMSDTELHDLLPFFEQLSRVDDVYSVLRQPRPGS
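Test system: SCP-1 phosphatase catalytic domain, residues 76-261; measured by: colorimetric phosphate reagent with accelerator and stabiliser, absorbance at 630 nm; timing: enzyme reaction 45 min at room temperature, colour 5 min, stabilisation 30 min; also added: Phosphorylated 17-residue peptide substrate; compound dosing: one concentration, 20 µM, with 1.0% DMSO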
NadD block = inhibitors of Staphylococcus aureus NadD; hit rate 0.78% among 360,000; inhibition, % at 20 µM; AID 602399; purified NadD enzyme, colorimetric absorbance read-out; in the data active means inhibition above about 26%; further: some compounds past the cut are filed as inactive
NRP1-CendR mod = NRP-1/CendR interaction modulation; O14786; FAM-RPARPAR peptide binding to NRP-1, fluorescence polarization; inhibition, % at 25 µM; hit rate 0.85% among 360,000;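 active means inhibition or corrected inhibition above about 18%, plus a signal ratio from 0.5 to 1.5, limit read from the data, passing the limit was not always enough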; further: strong numbers were not always called active
STEP inh = inhibitors of human striatal-enriched phosphatase STEP; inhibition, % at 20 µM; P54829; hit rate 0.25% among 360,000; recombinant STEP, OMFP fluorogenic substrate, fluorescence; AID 588621;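 active means inhibition at 20 µM, scaled per plate between control wells, above about 37%, limit read from the data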;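 further: 0% = DMSO with enzyme and substrate and 100% = substrate only without enzyme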
Target sequence (P54829 whole entry, looked up): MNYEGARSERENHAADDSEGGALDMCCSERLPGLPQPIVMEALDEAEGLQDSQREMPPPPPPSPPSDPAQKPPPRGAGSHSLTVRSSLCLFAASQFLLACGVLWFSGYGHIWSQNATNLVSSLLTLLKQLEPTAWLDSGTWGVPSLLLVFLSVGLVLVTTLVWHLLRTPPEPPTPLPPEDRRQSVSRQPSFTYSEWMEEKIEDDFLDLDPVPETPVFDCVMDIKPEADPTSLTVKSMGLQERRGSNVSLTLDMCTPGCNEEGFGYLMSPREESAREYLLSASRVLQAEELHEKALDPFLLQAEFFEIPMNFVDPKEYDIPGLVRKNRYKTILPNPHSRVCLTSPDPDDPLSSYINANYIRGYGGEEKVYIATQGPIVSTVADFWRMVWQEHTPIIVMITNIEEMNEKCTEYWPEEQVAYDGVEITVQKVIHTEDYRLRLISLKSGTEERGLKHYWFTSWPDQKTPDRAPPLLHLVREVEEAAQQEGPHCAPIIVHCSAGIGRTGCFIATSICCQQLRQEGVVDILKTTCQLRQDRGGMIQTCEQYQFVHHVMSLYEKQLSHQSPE
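Also added – OMFP at 25 µM · Test system – STEP tyrosine phosphatase · Technique – FITC-channel fluorescence of OMFP product · Schedule – 20 min at room temperature, dark · Evaluation – control-normalized % inhibition with plate pattern correction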
SUMO1-SIM PPI = modulators of human SUMO1-mediated protein-protein interactions; hit rate 0.33% among 360,000; SUMO1 binding to a labelled peptide, TR-FRET, 1 h; inhibition, % at 20 µM; AID 602429; in the data active means inhibition above about 37%
Target sequence (P63165 whole entry, looked up): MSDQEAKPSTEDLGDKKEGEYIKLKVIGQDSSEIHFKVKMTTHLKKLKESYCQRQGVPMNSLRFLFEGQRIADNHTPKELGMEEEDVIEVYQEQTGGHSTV
DNMT1 inh = blocks human DNA methyltransferase DNMT1 | hit rate 0.83% among 360,000 | DNMT1 molecular beacon, Hinp1I cleavage, fluorescence | inhibition (reported as % activation of signal), % at 10 µM | P26358; in the data active means inhibition above about 50%
LMPTP inh = blocks human LMPTP phosphatase. recombinant LMPTP-A, OMFP fluorogenic substrate, fluorescence intensity. AID 651560. inhibition, % at 20 µM. hit rate 0.22% among 360,000;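 active means compounds that cut the enzyme signal by at least half of the control window in the single-dose screen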;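 further: plate controls were DMSO wells with enzyme plus substrate for no effect and substrate without enzyme for full effect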
Target sequence (P24666 whole entry, looked up): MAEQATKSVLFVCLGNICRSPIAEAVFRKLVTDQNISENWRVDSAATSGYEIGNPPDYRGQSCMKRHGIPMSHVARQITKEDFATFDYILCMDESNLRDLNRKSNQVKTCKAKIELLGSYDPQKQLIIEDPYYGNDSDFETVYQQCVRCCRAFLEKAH
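Buffer or medium: Bis-Tris pH 6.0, DTT, detergent; Assay system: LMPTP-A enzyme; Quantity: 0.625 nM enzyme; Detection: endpoint fluorescence intensity; Times: 50 min dark incubation at room temperature; Controls: substrate-only low control, DMSO enzyme-plus-substrate high control; Doses: single 20 µM dose; Read-out: percent inhibition versus substrate-only and uninhibited controls; Reagent: 400 µM OMFP.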
The depositor's hits bear a star; i = inactive; . = not tested or not shown.

SMILES	Neddyl block	Tb MetRS inh	SKN-1 block	Scp-1 inhibitor	NadD block	NRP1-CendR mod	STEP inh	SUMO1-SIM PPI	DNMT1 inh	LMPTP inh
COCc1ccc2oc(C(=O)O)cc2c1	i	-1.9	20	-2	7	4	-2	1	3	-0.4
COc1ccc(C(=O)NCc2ccc3c(c2)CCO3)cc1	i	-0.2	8	-3	-2	9	-3	2	-1	-0.9
CCOC(=O)N1CCN(C(=O)CN2C(=O)COc3ccc(C)cc32)CC1	i	-0.9	-32	0	-3	3	1	1	-2	-1.6
COc1ccc(C(=O)OCC(=O)NC2CCCC2)c(OC)c1OC	i	-0.7	12	-12	-2	14	0	2	3	-1.4
O=C(NCc1ccccc1)C1CCN(S(=O)(=O)c2ccc(N3CCCC3=O)cc2)CC1	i	-0.8	-10	7	-2	4	-3	0	4	-0.8
Cc1ccc(/C=N/NC(=O)c2cc(-c3ccncc3)nc3ccccc23)o1	i	-0.6	-16	-8	-2	9	0	-18	4	-0.7
Cc1ccc(C(=O)Nc2cccnc2Oc2ccc(Cl)cc2)cc1	i	0.2	-6	-13	2	2	-2	7	-1	1.9
CCCC(=NCC(=O)O)C1=C(O)C(C(=O)OC)C(C)(C)CC1=O (stereo not drawn)	i	-0.2	-11	-15	1	-12	0	2	1	-2.1
O=C(CCNS(=O)(=O)c1ccc(Cl)cc1)NCCc1ccccc1	i	-0.3	4	.	-8	-6	-2	-3	-1	-1.5
O=C(NCc1cccs1)c1cc(S(=O)(=O)N2CCCCC2)ccc1Cl	i	-1.9	-5	1	-4	9	0	-7	4	0.6
CN=C(C)C1=C(O)C(C(=O)OC)C(C)(C)CC1=O (stereo not drawn)	i	-1.2	-15	3	-3	-12	-6	0	3	-3.2
COc1ccc(CN2CCN(C(=O)c3ccco3)CC2)cc1	i	-0.7	17	-11	-2	-2	0	3	2	-2.2
Cc1cc(=O)c(C(=O)O)cn1Nc1ccc(F)cc1	i	-0.4	5	-9	0	6	0	-1	1	-1.6
O=C1c2ccccc2CCc2ccccc21	i	-0.1	20	-13	-1	2	0	3	3	0.7
Cc1onc(-c2c(Cl)cccc2Cl)c1C(=O)Nn1cnnc1	i	-2.1	17	-3	-2	9	-2	-1	16	-1.6
CO/N=C/C(C#N)=C/c1cc(C(=O)c2ccc(F)cc2)cn1C	i	-0.5	8	17	-3	12	2	-4	7	7.5
COc1ccc(C(C)(C)C)cc1NC(=O)CCCn1c(=O)oc2ccccc21	i	-0.3	-5	-7	-1	1	-2	3	2	0.0
N#Cc1cccc(Cn2nnc(-c3ccccc3)n2)c1	i	-0.5	7	-12	-6	21	-6	-1	7	-1.0
COc1ccc(C(=O)Nc2nnc(CCc3ccccc3)s2)c(OC)c1	i	-0.6	-5	-5	3	-33	-2	2	-6	-0.4
CCN(CC)C(=O)c1nc[nH]c1C(=O)N1CCN(c2ccccc2)CC1	i	-0.3	8	-4	-3	30*	-2	0	2	-0.5
Cc1ccc(C)c(NC(=S)N2CCCCC2CO)c1 (stereo not drawn)	i	-0.4	17	-1	0	6	1	-2	-1	-0.2
O=C(Nc1cnc2ccccn2c1=O)c1ccc(Cl)cc1	i	0.2	14	-4	2	-5	0	-22	4	0.3
NC(Cc1c[nH]c2ccccc12)C(=O)NCc1ccco1 (stereo not drawn)	i	-0.7	8	-5	10	-7	-4	-1	-6	-0.9
N/C(=N\OC(=O)c1cccc2ccccc12)c1cccnc1	i	-1.8	24	6	3	18	0	-12	-1	1.4
CCOC(=O)N1CCN(C(=O)c2ccc([N+](=O)[O-])cc2Cl)CC1	i	-0.1	9	-7	-3	15	6	-29	2	0.3
CC(CCc1ccccc1)NC(=O)CN1CCN(c2ccc(O)cc2)CC1 (stereo not drawn)	i	-0.2	-1	2	-2	2	2	2	-4	1.2
O=C(Cc1c(F)cccc1Cl)Nc1ccc(S(=O)(=O)N2CCOCC2)cc1	i	0.0	5	4	0	-3	0	-2	1	-1.5
Cc1cc(NC(=O)NC2(C(F)(F)F)Oc3ccc(Cl)cc3O2)no1 (stereo not drawn)	i	-0.3	-30	-9	-5	-2	-2	7	5	1.2
COc1ccccc1C(=O)NNC(=S)Nc1ccccc1	i	0.6	4	8	6	-7	0	0	2	1.0
Nc1c2nc(-c3ccccc3)[nH]c(=O)c2nc(=O)n1-c1ccccc1	i	-0.4	8	-4	5	-15	-3	-7	14	0.9
CC/C(=N\n1nnnc1Nc1ccccc1)c1ccccc1	i	-0.8	-8	-7	-3	3	0	-4	-1	-2.2
Cn1nnc(-c2ccc(OCc3ccccc3F)cc2)n1	i	0.6	15	65*	-5	-6	4	-3	3	0.5
COc1cccc(-c2cccc(NC(=O)C3CCN(CC4CCOC4)CC3)c2)c1 (stereo not drawn)	i	0.8	46*	-8	3	1	0	2	0	0.0
Cc1ccc(SCC(=O)c2c(C)nc3ccccn23)cc1	i	-0.8	-1	7	-3	-10	0	5	3	1.5
CCC(C)(C)NC(=O)c1cccc(NC(=O)C(C)C)c1	i	0.4	8	-4	-3	6	-3	-3	-2	-0.7
O=C(CN1CCN(c2ccccc2)CC1)c1c[nH]c2ccccc12	i	1.9	1	-9	0	-7	-1	-3	-10	0.6
CCn1nnnc1SCC(=O)Nc1nc(-c2cccs2)cs1	i	-0.4	-1	-6	-4	-19	0	-7	-5	1.0
Cc1ccccc1-c1cc2nc(NCCc3ccncc3)n(C)c(=O)c2s1	i	0.3	15	.	3	4	-1	-6	-7	3.6
CCOc1ccc2nc(S(=O)(=O)NC(=O)C3(C)CCN3C(=O)CCc3cccs3)sc2c1 (stereo not drawn)	i	-0.2	10	.	-2	0	-3	12	3	-1.5
CC(C)(C)C(=O)OCc1cn(-c2ccc(Cl)cc2)nn1	i	0.3	-11	-9	1	9	-1	3	2	-0.1

Some of the entries so far, in markdown:
| mol | Neddyl block | Tb MetRS inh | SKN-1 block | Scp-1 inhibitor | NadD block | NRP1-CendR mod | STEP inh | SUMO1-SIM PPI | DNMT1 inh | LMPTP inh |
| --- | --- | --- | --- | --- | --- | --- | --- | --- | --- | --- |
| CC(CCc1ccccc1)NC(=O)CN1CCN(c2ccc(O)cc2)CC1 (stereo not drawn) | i | -0.2 | -1 | 2 | -2 | 2 | 2 | 2 | -4 | 1.2 |
| O=C(Cc1c(F)cccc1Cl)Nc1ccc(S(=O)(=O)N2CCOCC2)cc1 | i | 0.0 | 5 | 4 | 0 | -3 | 0 | -2 | 1 | -1.5 |
| Cc1cc(NC(=O)NC2(C(F)(F)F)Oc3ccc(Cl)cc3O2)no1 (stereo not drawn) | i | -0.3 | -30 | -9 | -5 | -2 | -2 | 7 | 5 | 1.2 |
| COc1ccccc1C(=O)NNC(=S)Nc1ccccc1 | i | 0.6 | 4 | 8 | 6 | -7 | 0 | 0 | 2 | 1.0 |
| Nc1c2nc(-c3ccccc3)[nH]c(=O)c2nc(=O)n1-c1ccccc1 | i | -0.4 | 8 | -4 | 5 | -15 | -3 | -7 | 14 | 0.9 |
| CC/C(=N\n1nnnc1Nc1ccccc1)c1ccccc1 | i | -0.8 | -8 | -7 | -3 | 3 | 0 | -4 | -1 | -2.2 |
| Cn1nnc(-c2ccc(OCc3ccccc3F)cc2)n1 | i | 0.6 | 15 | 65* | -5 | -6 | 4 | -3 | 3 | 0.5 |
| COc1cccc(-c2cccc(NC(=O)C3CCN(CC4CCOC4)CC3)c2)c1 (stereo not drawn) | i | 0.8 | 46* | -8 | 3 | 1 | 0 | 2 | 0 | 0.0 |
| Cc1ccc(SCC(=O)c2c(C)nc3ccccn23)cc1 | i | -0.8 | -1 | 7 | -3 | -10 | 0 | 5 | 3 | 1.5 |
| CCC(C)(C)NC(=O)c1cccc(NC(=O)C(C)C)c1 | i | 0.4 | 8 | -4 | -3 | 6 | -3 | -3 | -2 | -0.7 |
| O=C(CN1CCN(c2ccccc2)CC1)c1c[nH]c2ccccc12 | i | 1.9 | 1 | -9 | 0 | -7 | -1 | -3 | -10 | 0.6 |
| CCn1nnnc1SCC(=O)Nc1nc(-c2cccs2)cs1 | i | -0.4 | -1 | -6 | -4 | -19 | 0 | -7 | -5 | 1.0 |

(list continues)
SMILES	Neddyl block	Tb MetRS inh	SKN-1 block	Scp-1 inhibitor	NadD block	NRP1-CendR mod	STEP inh	SUMO1-SIM PPI	DNMT1 inh	LMPTP inh
CCOc1ccc(NC(=O)CSc2nnc(Cn3cnc([N+](=O)[O-])n3)n2C)cc1	i	0.0	-2	-6	-4	13	-2	-21	-5	-1.3
COc1ccccc1/C=N/OC(=O)c1ccc(C)cc1	i	0.9	6	-12	-3	2	-2	-2	-3	2.2
Cc1cc(-c2ccc(C)c(S(=O)(=O)NCC3CCN(Cc4cccc(F)c4)CC3)c2)on1	i	1.1	6	-3	-3	-2	-3	-6	-4	-0.4
CC1Oc2ccccc2N(CC(=O)N2CCCCCC2)C1=O (stereo not drawn)	i	-0.4	-22	-4	-1	3	3	-1	2	-1.1
CC1C=CCC2C(=O)N(c3cc(Cl)ccc3O)C(=O)C12 (stereo not drawn)	i	0.2	10	-1	-3	-1	-2	15	-2	0.6
COC(CN(C)S(=O)(=O)c1cc2c3c(c1)CCC(=O)N3CCC2)OC	i	-0.6	11	-4	14	-7	-2	1	3	-0.7
COc1ccccc1/C=C/C(=O)OCC(=O)NCc1ccco1	i	0.4	8	12	-2	-3	0	-9	0	0.2
CC(C)n1nc(C(=O)OCC(=O)N(C)C2CCS(=O)(=O)C2)c2ccccc2c1=O (stereo not drawn)	i	-0.6	-20	-2	7	4	-2	-3	5	-0.8
c1ccc(Oc2ccccn2)cc1	i	-0.1	20	1	3	-3	-3	1	0	-0.3
O=C(CCl)Nc1cc(S(=O)(=O)N2CCOCC2)ccc1N1CCOCC1	i	-1.4	-4	-1	0	7	0	-2	5	3.5
Cc1cccc(-c2n[nH]c(=S)n2C)c1	i	-1.1	-5	-1	-11	8	2	-2	-6	-2.0
Cc1cccc(NC(=O)CCC(=O)N/N=C/c2ccncc2)c1	i	1.0	-10	-3	-2	0	0	-4	2	-1.6
Cc1cc(C)n2c(SCC(=O)N(C)C3CCS(=O)(=O)C3)nnc2n1 (stereo not drawn)	i	-0.3	-6	33	10	12	-1	1	0	-2.9
C/C(=N\NC(=O)c1cc(O)ccc1O)c1cccc(NC(=O)c2ccc(Cl)cc2)c1	i	0.7	10	49	11	11	12	44*	-13	44
O=S(=O)(Nc1ccc2c(c1)OCCO2)c1ccc(Br)s1	i	-0.9	11	-6	-2	-18	-1	5	-3	0.3
